DNMT1 block: inhibitors of human DNMT1. 0.83% of 360,000 active. inhibition (reported as % activation of signal), % at 10 µM. P26358. DNMT1 molecular beacon, Hinp1I cleavage, fluorescence. AID 588458; in the data active means inhibition above about 50%
MsrA inhibitor: bovine MsrA inhibition. purified bovine MsrA, absorbance read-out. 0.75% of 360,000 active. inhibition, % at 15.5 µM. AID 651718; in the data active means inhibition above about 4.5%;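 further: 0% = vehicle wells with enzyme and 100% = reference inhibitor wells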
NRP1-CendR mod: alters CendR peptide binding to human NRP-1 | O14786 | FAM-RPARPAR peptide binding to NRP-1, fluorescence polarization | inhibition, % at 25 µM | 0.85% of 360,000 active;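 active means inhibition or corrected inhibition above about 18%, plus a signal ratio from 0.5 to 1.5, limit read from the data, passing the limit was not always enough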; further: strong numbers were not always called active
SUMO1-SIM PPI: modulators of human SUMO1-mediated protein-protein interactions | P63165 | SUMO1 binding to a labelled peptide, TR-FRET, 1 h | inhibition, % at 20 µM | 0.33% of 360,000 active; in the data active means inhibition above about 37%
Target sequence (P63165 whole entry, looked up): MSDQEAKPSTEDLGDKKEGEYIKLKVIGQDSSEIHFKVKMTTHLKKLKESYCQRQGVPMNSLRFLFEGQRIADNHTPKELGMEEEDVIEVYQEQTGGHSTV
MsrA act: activators of bovine methionine sulfoxide reductase A. purified bovine MsrA, absorbance read-out. activation, % at 10.6 µM. 0.3% of 360,000 active. AID 602163; in the data active means activation above about 7.5%;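 further: 0% = vehicle and 100% = reference activator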
E coli Lon inh: inhibitors of E. coli Lon protease | P0A9M0 | purified E. coli Lon protease, fluorescence polarization | inhibition, % at 7.94 µM | 0.42% of 360,000 active | AID 602123; in the data active means inhibition above about 13%, passing the limit was not always enough;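 further: 0% = enzyme with probe and DMSO and 100% = no enzyme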
Scp1 inh: inhibitors of human Scp-1 phosphatase. Q9GZU7. Recombinant Scp1, phosphopeptide, malachite green phosphate absorbance. inhibition, % at 20 µM. 0.88% of 340,000 active;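 active means inhibition above about 50% at 20 µM, limit read from the data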;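 further: plate controls were DMSO wells with enzyme for no effect and wells lacking enzyme for full effect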
Target sequence (Q9GZU7 76-261 limits assumed): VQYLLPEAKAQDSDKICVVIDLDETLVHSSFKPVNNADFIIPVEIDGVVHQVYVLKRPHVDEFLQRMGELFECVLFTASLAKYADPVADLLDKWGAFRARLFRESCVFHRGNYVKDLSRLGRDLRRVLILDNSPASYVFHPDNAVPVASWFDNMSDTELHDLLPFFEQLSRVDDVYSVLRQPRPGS
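Test system: SCP-1 phosphatase catalytic domain, residues 76-261 | Compound dosing: One concentration, 20 µM, with 1.0% DMSO | Schedule: 45 min room-temperature reaction, 5 min colour, 30 min stabiliser | Detection: Absorbance at 630 nm | Read-out basis: % inhibition of SCP-1 phosphate liberation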
Tb MetRS inh: Trypanosoma brucei MetRS inhibition; purified T. brucei MetRS, ATP depletion, Kinase-Glo luminescence; inhibition, % at 11.9 µM; 0.4% of 360,000 active; AID 624268;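 active means inhibition above a per-plate cutoff of the control wells' mean inhibition plus 3 SD, cut at about 5.5% in these data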;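 further: 0% = DMSO wells median and 100% = median of wells with control inhibitor compound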
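Test system: purified T. brucei MetRS enzyme. Also added: ATP, methionine and E. coli bulk tRNA substrates. Compound: 11.9 µM single point. Schedule: 15 min enzyme-compound preincubation, 2 h reaction, 10 min detection, 25 °C. Signal: luciferase luminescence of residual ATP, Kinase-Glo. Evaluation: percent inhibition versus plate control medians. Controls: DMSO wells, low control.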
LMPTP block: blocks human LMPTP phosphatase; recombinant LMPTP-A, OMFP fluorogenic substrate, fluorescence intensity; inhibition, % at 20 µM; 0.22% of 360,000 active; AID 651560;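 active means compounds that cut the enzyme signal by at least half of the control window in the single-dose screen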;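 further: plate controls were DMSO wells with enzyme plus substrate for no effect and substrate without enzyme for full effect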
Target sequence (P24666 whole entry, looked up): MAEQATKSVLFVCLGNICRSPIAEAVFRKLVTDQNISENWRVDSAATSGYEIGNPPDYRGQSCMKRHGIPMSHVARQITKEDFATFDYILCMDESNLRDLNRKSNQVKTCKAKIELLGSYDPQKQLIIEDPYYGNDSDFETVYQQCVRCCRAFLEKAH
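Buffer or medium: Bis-Tris pH 6.0, DTT, detergent; Assay system: LMPTP-A enzyme; Quantity: 0.625 nM enzyme; Detection: endpoint fluorescence intensity; Times: 50 min dark incubation at room temperature; Controls: substrate-only low control, DMSO enzyme-plus-substrate high control; Doses: single 20 µM dose; Read-out: percent inhibition versus substrate-only and uninhibited controls; Reagent: 400 µM OMFP.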
STEP block: blocks human striatal-enriched tyrosine phosphatase | inhibition, % at 20 µM | 0.25% of 360,000 active | recombinant STEP, OMFP fluorogenic substrate, fluorescence | P54829;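 active means inhibition at 20 µM, scaled per plate between control wells, above about 37%, limit read from the data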;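 further: 0% = DMSO with enzyme and substrate and 100% = substrate only without enzyme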
Target sequence (P54829 whole entry, looked up): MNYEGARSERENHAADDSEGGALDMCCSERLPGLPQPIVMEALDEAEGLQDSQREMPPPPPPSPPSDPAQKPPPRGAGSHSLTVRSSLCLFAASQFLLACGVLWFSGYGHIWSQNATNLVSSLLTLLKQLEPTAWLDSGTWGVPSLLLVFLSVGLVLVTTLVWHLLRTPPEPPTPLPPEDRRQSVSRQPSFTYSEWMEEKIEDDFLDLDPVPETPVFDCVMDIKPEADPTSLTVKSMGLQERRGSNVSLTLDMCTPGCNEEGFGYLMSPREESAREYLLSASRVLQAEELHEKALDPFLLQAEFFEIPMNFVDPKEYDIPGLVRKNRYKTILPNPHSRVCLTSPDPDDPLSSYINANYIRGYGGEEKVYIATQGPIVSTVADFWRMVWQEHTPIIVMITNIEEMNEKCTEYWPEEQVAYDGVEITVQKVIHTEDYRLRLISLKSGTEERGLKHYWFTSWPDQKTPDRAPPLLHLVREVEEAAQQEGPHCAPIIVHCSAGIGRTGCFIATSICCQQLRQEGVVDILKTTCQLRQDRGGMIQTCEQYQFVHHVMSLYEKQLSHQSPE
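Assay system: isolated STEP enzyme / Timing: 20 min at room temperature, dark / Doses: 20 µM, 1% DMSO / Technique: fluorescence intensity, excitation 480 nm, emission 540 nm / Reagent: fluorogenic phosphatase substrate OMFP at 25 µM final / Measure: percent inhibition scaled to no-enzyme and uninhibited-enzyme controls, plate-pattern corrected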
An asterisk follows results filed as active; . = no result given.

#	molecule	DNMT1 block	MsrA inhibitor	NRP1-CendR mod	SUMO1-SIM PPI	MsrA act	E coli Lon inh	Scp1 inh	Tb MetRS inh	LMPTP block	STEP block
1	Cc1ccc2cccc(S(=O)(=O)N3CCN(c4cccc(Cl)c4)CC3)c2n1	-6	.	-6	1	-3	7	6	0.4	3.4	5
2	CC(C)CCN(CC(=O)NC(C)(C)C)C(=O)C(=O)Nc1ccc2c(c1)OCCO2	2	0.5	4	0	-2	-1	3	-0.2	0.5	-3
3	CC(C)(C)c1cc(NC(=O)c2cccc(S(=O)(=O)N3CCOCC3)c2)no1	-1	-0.6	-10	1	-3	2	-5	1.0	1.2	-2
4	C[C@H](CO)N1C[C@H](C)[C@H](CN(C)C(=O)c2ccncc2)OCc2ccccc2-c2c(n(C)c3ccccc23)C1=O	-2	0.2	2	2	-8	0	.	-1.2	-1.4	1
5	CN(C)C(=O)COn1c(SCC(=O)N(C)C)nc2ccccc2c1=O	0	-0.3	-10	-6	-1	7	-15	0.7	-2.3	0
6	O=C(Nc1cccc2ncccc12)c1ccco1	1	0.2	2	1	-4	2	-12	-0.8	-2.2	-4
7	COc1cccc(N(CC(=O)NCc2ccco2)C(=O)CCC(=O)Nc2nccs2)c1	-4	-0.3	-16	-2	-1	-2	-5	0.1	0.5	0
8	CC(C#N)On1c(SC(C)C#N)nc2ccccc2c1=O (centres undefined)	2	0.9	-10	1	-5	3	-2	-0.7	-0.9	3
9	CC(=O)N(c1ccc(Cl)cc1)c1nc(C)cc(C)c1C#N	5	-1.2	-11	-1	-6	1	-3	-0.7	-1.0	2
10	COCCNc1nc(NCc2ccccc2OC)c2sccc2n1	-2	0.1	-5	0	0	-3	.	0.7	46	0
11	Cc1nc2ncnn2c(C)c1CCC(=O)O	0	1.1	-6	6	3	-4	-3	-0.6	-0.1	-3
12	CCOc1ccccc1NC(=O)CN1CCC(NC(=O)c2ccccc2C)CC1	-1	-0.5	-1	-3	-1	-1	-8	-0.1	-0.8	0

Structures shown so far that have an aryl methoxy group (two):
#	molecule	DNMT1 block	MsrA inhibitor	NRP1-CendR mod	SUMO1-SIM PPI	MsrA act	E coli Lon inh	Scp1 inh	Tb MetRS inh	LMPTP block	STEP block
7	COc1cccc(N(CC(=O)NCc2ccco2)C(=O)CCC(=O)Nc2nccs2)c1	-4	-0.3	-16	-2	-1	-2	-5	0.1	0.5	0
10	COCCNc1nc(NCc2ccccc2OC)c2sccc2n1	-2	0.1	-5	0	0	-3	.	0.7	46	0

A second format for part of the listing above:
8. CC(C#N)On1c(SC(C)C#N)nc2ccccc2c1=O (centres undefined)
  DNMT1 block: 2
  MsrA inhibitor: 0.9
  NRP1-CendR mod: -10
  SUMO1-SIM PPI: 1
  MsrA act: -5
  E coli Lon inh: 3
  Scp1 inh: -2
  Tb MetRS inh: -0.7
  LMPTP block: -0.9
  STEP block: 3

9. CC(=O)N(c1ccc(Cl)cc1)c1nc(C)cc(C)c1C#N
  DNMT1 block: 5
  MsrA inhibitor: -1.2
  NRP1-CendR mod: -11
  SUMO1-SIM PPI: -1
  MsrA act: -6
  E coli Lon inh: 1
  Scp1 inh: -3
  Tb MetRS inh: -0.7
  LMPTP block: -1.0
  STEP block: 2

Following part:
#	molecule	DNMT1 block	MsrA inhibitor	NRP1-CendR mod	SUMO1-SIM PPI	MsrA act	E coli Lon inh	Scp1 inh	Tb MetRS inh	LMPTP block	STEP block
13	Cc1ccc(S(=O)(=O)NCC(=O)N(CC(=O)NC(C)(C)C)Cc2ccc3c(c2)OCO3)cc1	1	0.4	12	2	-2	0	-5	0.3	1.4	-1
14	COc1ccc(C2CC(c3cccc(Br)c3)=NN2c2ccc(S(N)(=O)=O)cc2)cc1 (centres undefined)	-21	0.1	-40	-1	0	0	-1	-0.7	5.1	-2
15	Cc1ccc(C(C[N+](=O)[O-])c2c(C)[nH]n(-c3ccccc3)c2=O)cc1 (centres undefined)	-18	-1.2	17	4	-5	4	-2	-0.3	3.1	-2
16	Cc1cc(NS(=O)(=O)c2ccc(NC(=O)COc3c(C)cc(Br)cc3C)cc2)no1	1	-0.6	4	5	-2	-5	-11	4.0	1.1	-1
17	CCc1nnc(NC(=O)Cc2c[nH]c3ccccc23)s1	-20	0.9	-3	2	-1	8	-6	0.3	1.0	2
18	Oc1[nH]c2ccccc2c1N=NC(=S)NCC1CCCO1 (centres undefined)	2	3.7	-2	-10	0	10	-8	-0.4	-1.0	-1
19	COc1ccc([C@@H]2C[C@H]3[C@@H](CN2S(=O)(=O)c2ccccc2)C(=O)C[C@@H](c2cccc(Cl)c2)N3S(=O)(=O)c2ccc(C)cc2)cc1	-8	.	1	2	6	-20	.	-0.6	2.2	-1
20	CCn1c(SCC(=O)NC2CCCCC2C)nnc1-c1ccc(OC)cc1 (centres undefined)	0	-0.3	1	5	-1	7	1	-0.8	1.5	0
21	NC(=O)c1ccsc1NC(=O)CN1C(=O)NC2(CCCCC2)C1=O	-3	1.1	-11	7	-10	-11	5	-0.5	3.6	-3
22	Cc1nnc(SCC(=O)c2c(N)n(C)c(=O)n(C)c2=O)[nH]c1=O	2	1.1	-12	16	-3	-5	-2	-0.8	-1.9	3
23	Cc1ccc(S(=O)(=O)N2C[C@H]3C(=O)C[C@@H](c4ccccc4F)N(S(=O)(=O)c4ccc(C)cc4)[C@H]3C[C@H]2c2ccccc2)cc1	-15	1.0	11	2	-12	6	.	-1.7	3.0	-1
24	O=C(CSc1nnc2c(Cl)cc(C(F)(F)F)cn12)N(Cc1ccccc1)Cc1ccccc1	15	0.1	1	-6	-1	-5	-5	0.3	1.5	3
25	CNC(=O)c1ccc(=O)n(Cc2cccc(C(F)(F)F)c2)c1	1	-1.6	-4	6	0	4	-6	0.1	0.1	8
26	O=C(CN(Cc1ccc(Cl)c(Cl)c1)S(=O)(=O)c1ccccc1)N/N=C\c1ccc2c(c1)OCO2	-2	.	-3	0	0	-13	-7	-0.8	4.1	0
27	Cc1ccc(S(=O)(=O)N2CCC(C(=O)OCC(=O)N3CCC(C)CC3)CC2)cc1C	-1	0.6	0	3	-2	-18	-2	-0.1	-0.2	1
28	O=C1CN(C(=O)COC(=O)C23CC4CC(CC(O)(C4)C2)C3)c2ccccc2N1	1	-0.1	0	-2	0	2	-4	0.3	-0.8	0
29	COc1ccc2c(c1)-c1c(ssc1=S)C(C)(C)N2	-15	1.4	0	-31	-4	-6	-11	-0.5	3.5	3
30	NNC(=O)c1csc(Cc2c(Cl)sc3ccc(Cl)cc23)n1	0	0.0	-4	0	0	-2	11	2.3	0.9	0
31	CC(C)NC(=O)c1cccc2c1-c1ccccc1C2=O	0	0.4	13	-37	0	4	-7	-1.2	-1.1	-3
32	C=CCn1c(CSc2nc3ccccc3s2)n[nH]c1=S	-3	-0.1	15	2	-2	-2	-11	-0.6	-3.2	0
33	c1ccc(-c2cn3cccnc3n2)cc1	9	0.9	15	-3	-3	2	-7	-0.1	-0.8	1
34	O=C(CSc1nc2ccccc2c(=O)n1Cc1ccco1)c1ccc(F)cc1	-5	1.0	9	-6	-3	-5	-17	-0.1	2.6	4
35	Cc1nc2ccc(Nc3nc4cc(S(=O)(=O)N5CCOCC5)ccc4o3)cc2s1	-7	0.1	-18	9	-11	-10	-7	0.4	3.8	4
36	COc1cc(-c2nc3n(n2)C(c2ccncc2)C(C(N)=O)=C(C)N3)cc(OC)c1OC (centres undefined)	0	1.0	-14	1	-5	-7	-10	-0.2	0.6	2
37	CC1(C(=O)NCc2cccc(Cl)c2)Cc2c(-c3ccc(C(N)=O)cc3)ccnc2O1 (centres undefined)	-1	-0.4	-9	2	2	-9	.	-0.2	-0.9	-1
38	Cc1nc2ccc(NC(=O)N3CCCCC3)cc2nc1C	3	2.4	-4	-3	-2	2	-4	-0.4	0.5	-4
39	CC1(c2ccccc2)NC(=O)N(CC(=O)Nc2ccc(N3CCOCC3)cc2N2CCOCC2)C1=O (centres undefined)	3	0.5	2	1	-2	7	1	-0.4	0.4	1
40	COC(=O)Nc1ccccc1C(=O)N1CCC(O)(c2ccc(Cl)cc2)CC1	3	1.0	-2	-1	-6	8	-3	-0.5	4.1	-2
41	COc1ccc(/C=C(/NC(=O)/C=C/c2ccccc2)C(=O)O)cc1	0	2.7	8	0	-3	-3	-9	0.1	-0.6	-3
42	Cc1ccc(S(=O)(=O)N(c2nc(NC(C)C)nc(NC(C)C)n2)n2cnnc2)cc1	-4	0.1	3	1	-3	0	-5	0.8	-0.2	3
43	Cc1ccc(S(=O)(=O)N2CCN(C(=O)CNC(=O)c3sc4ccccc4c3Cl)CC2)cc1	7	-2.0	-173	1	-7	-3	17	-0.4	-1.4	0
44	O=C(Nc1ccccc1C(F)(F)F)C1CC(=O)N(c2ccccc2F)C1 (centres undefined)	-1	0.0	1	-2	-1	-6	-5	0.0	-1.1	0
45	O=C(c1ccc2ncsc2c1)N1CCN(c2nc3ccccc3s2)CC1	-1	-0.1	5	-1	-1	-12	-5	0.3	-0.9	6
46	COc1ccc(OC(C)C(=O)N2CCN(c3ccccn3)CC2)cc1 (centres undefined)	-1	-0.7	-1	0	-3	1	-3	-0.3	-0.5	3
47	CN1C(=O)[C@@](O)(c2cn(C)c3ccccc23)c2cc(Br)ccc21	.	0.1	-8	2	.	.	.	0.8	0.3	.
48	O=C(Cc1ccc2c(c1)CCCC2)Nc1ccccc1Cl	-6	-0.3	-3	-2	-2	-5	-5	-0.5	0.6	7
49	COc1ccccc1S(=O)(=O)Cc1ccc(C(=O)NC2CC2)o1	2	-0.1	16	1	-13	4	6	-0.5	-2.0	-4
50	Cc1cccc(Cn2c(=O)n(Cc3ccco3)c(=O)c3ccccc32)c1	5	0.3	6	-1	-1	-2	-16	-0.2	3.8	2
51	CCOc1ccc(Nc2nc(N)nc(CCl)n2)cc1	-1	-1.1	5	1	0	-4	-10	-0.1	-1.0	-2

Quoted from the listing.
For MsrA inhibitor, compound 5 is listed with -0.3
For Scp1 inh, compound 31 is listed with -7
For DNMT1 block, compound 18 is listed with 2
For SUMO1-SIM PPI, compound 47 is listed with 2
For LMPTP block, compound 17 is listed with 1.0
For DNMT1 block, compound 30 is listed with 0

Assay outcomes (PubChem BioAssay)
